eIF2B yeast act = GCN4-lacZ reporter reduction in eIF2B-epsilon mutant yeast, primary screen, S. cerevisiae, eIF2B-epsilon R284H, Beta-Glo luminescence. inhibition, % at 25 µM (by protocol). hit rate 0.91% among 27,000;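 active means mutant luminescence inhibited past about 50% while wild type luminescence and mutant growth stay under set limits, limit read from the data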; further: some compounds called inactive have numbers as strong as hits
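System: Yeast eIF2B-epsilon R284H mutant carrying GCN4–beta-galactosidase fusion | Read-out basis: Percent inhibition, luminescence and growth | Compound: 25 µM single dose | Times: 16 h at 30 °C exposure | Measured by: Luminescence and A595 | Buffer or medium: YPD medium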
Yeast tox = yeast growth toxicity, wild-type and mutant, primary screen, cytotoxicity control for eIF2B function restoration project, wild-type and eIF2Bepsilon R284H mutant, A595; growth inhibition, % at 25 µM (by protocol); AID 685, 2007; hit rate 0.3% among 30,000; S. cerevisiae wild-type growth, A595 turbidity, 16 h;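 active means mutant and wild-type yeast strains alike exhibit over 30% growth inhibition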;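 further: 0% = untreated cell controls and 100% = YPD media blanks without cells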
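Incubation: 16 h growth with compound, 30 °C; Material: S. cerevisiae wild-type or eIF2Bepsilon-R284H mutant strain; Signal: turbidity measured as absorbance at 595 nm; Medium: YPD yeast growth medium; Measure: growth inhibition (%) versus cell controls and blanks; Doses: 25 µM single dose.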
Yeast tox inhibition % = also measured in Yeast tox; calls as there; growth inhibition, %; S. cerevisiae eIF2Bepsilon-R284H mutant growth, A595 turbidity, 16 h;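 each compound tested once at 25 µM; 0% equals untreated cells and 100% equals cell-free medium blanks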
eIF2B yeast act mutant toxicity = second read-out of eIF2B yeast act, no call of its own (marks repeat the call); growth inhibition, %; measured here: mutant yeast growth, toxicity;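 each compound tested once at 25 µM; zero equals untreated control growth and 100 equals blank medium absorbance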
An asterisk follows results filed as active; . = not tested or not shown. These rows are one share of the data (hit frequency here may not be typical).

item	SMILES	eIF2B yeast act	Yeast tox inhibition %	eIF2B yeast act mutant toxicity	Yeast tox
1	CC(=O)Nc1ccc(OC(=O)N2CCCCC2)cc1	15.5	-19.1	-19.1	7.2
2	CCSc1nnc([C@@H](N)Cc2c[nH]c3ccccc23)o1	8.7	3.7	3.7	2.2
3	CN1CCc2nc(SCC(=O)OC(C)(C)C)c(C#N)cc2C1	-9.0	-6.9	-6.9	8.8
4	COc1ccc(-n2c(O)c(C(C)=NCc3ccco3)c(=O)[nH]c2=O)cc1	22.8	-11.9	-11.9	-8.9
5	O=C(c1cc(-c2ccncc2)nc2ccccc12)N1CCC2(CC1)OCCO2	5.8	14.3	14.3	17.3
6	O=C(COc1ccc(Br)cc1)N1CCN(Cc2c[nH]c3ccccc23)CC1	.	7.7	.	-9.2
7	CCOC(=O)c1c(C)n(Cc2ccc3c(c2)OCO3)c2ccc(O)cc12	14.8	-9.7	-9.7	5.0
8	O=C(C1CC(c2ccc(Cl)c(Cl)c2)=NO1)N1CCC2(CC1)OCCO2 (centres undefined)	30.1	-38.1	-38.1	4.6
9	CCOP(=O)(OCC)C(C)(C)NC(=O)C(Cl)(Cl)Cl	9.4	-4.8	-4.8	22.0
10	Cc1c(N=Cc2c(O)n(CCc3ccc(F)cc3)c(=O)[nH]c2=O)c(=O)n(-c2ccccc2)n1C	22.8	.	.	.
11	CN1CCN(c2ccc(C=O)cc2)CC1	16.5	13.5	13.5	27.8
12	CNP(=S)(NC)OCCOc1ccc(OC)cc1	23.9	-4.5	-4.5	-2.5
13	CCOP(=O)(OCC)C(NC(C)=O)C(Cl)(Cl)Cl (centres undefined)	-1.3	-9.1	-9.1	-3.1
14	Fc1ccc(NC2=NCCS2)cc1Cl	12.8	13.8	13.8	13.8
15	CCOC(=O)C(O)(c1cn(C)c2ccccc12)C(F)(F)F (centres undefined)	19.3	12.9	12.9	3.1
16	CSCCC(N=Cc1c(O)n(-c2ccc(F)cc2)c(=O)[nH]c1=O)C(=O)OC(C)(C)C (centres undefined)	-39.7	0.0	.	-2.2
17	CN1CCC2(CC1)NC(=O)C1=C(CN(C)CC1)N2	21.0	-27.3	-27.3	3.1
18	Fc1ccc2c(c1)nnn2C1CCN(Cc2nnnn2CCc2ccccc2)CC1	9.0	1.7	1.7	-17.0
19	CN(C)c1nc(OCCNC(=O)COc2ccc(Cl)cc2Cl)nc(N2CCCCC2)n1	18.6	-16.7	-16.7	-6.0
20	C[C@H]1CCC[C@H](O)CCCCCc2cc(O)cc(O)c2C(=O)O1	3.7	-9.1	-9.1	-20.0
21	CC(=O)N1CN2CN(C(C)=O)CC(C(=O)c3ccccc3)(C2)C1	2.4	-17.9	-17.9	35.0
22	c1ccc2c(CN3CCN(C4CCCCC4)CC3)c[nH]c2c1	9.6	0.0	.	18.4
23	O=C1NC(=O)[C@]2(Cc3ccccc3N3CCN(c4ccccc4)CC32)C(=O)N1Cc1ccccc1 (some centres undefined)	1.2	-10.0	-10.0	2.9
24	O=c1[nH]c(=O)n(-c2cccc3ccccc23)c(O)c1C=NCc1ccc2c(c1)OCO2	13.9	5.0	5.0	30.0
25	O=C(O)C(O)(c1ccccc1)C1CCCC1 (centres undefined)	26.5	32.0	32.0	10.0

Single records (already shown). Screens in order: eIF2B yeast act | Yeast tox inhibition % | eIF2B yeast act mutant toxicity | Yeast tox
`O=C(C1CC(c2ccc(Cl)c(Cl)c2)=NO1)N1CCC2(CC1)OCCO2` (centres undefined) is listed as 30.1 | -38.1 | -38.1 | 4.6
`CCOC(=O)C(O)(c1cn(C)c2ccccc12)C(F)(F)F` (centres undefined) is listed as 19.3 | 12.9 | 12.9 | 3.1
`Fc1ccc(NC2=NCCS2)cc1Cl` is listed as 12.8 | 13.8 | 13.8 | 13.8
`CCOC(=O)c1c(C)n(Cc2ccc3c(c2)OCO3)c2ccc(O)cc12` is listed as 14.8 | -9.7 | -9.7 | 5.0
`CCOP(=O)(OCC)C(NC(C)=O)C(Cl)(Cl)Cl` (centres undefined) is listed as -1.3 | -9.1 | -9.1 | -3.1

4 entries from above, with each value named:
19) CN(C)c1nc(OCCNC(=O)COc2ccc(Cl)cc2Cl)nc(N2CCCCC2)n1
- eIF2B yeast act: 18.6
- Yeast tox inhibition %: -16.7
- eIF2B yeast act mutant toxicity: -16.7
- Yeast tox: -6.0
20) C[C@H]1CCC[C@H](O)CCCCCc2cc(O)cc(O)c2C(=O)O1
- eIF2B yeast act: 3.7
- Yeast tox inhibition %: -9.1
- eIF2B yeast act mutant toxicity: -9.1
- Yeast tox: -20.0
21) CC(=O)N1CN2CN(C(C)=O)CC(C(=O)c3ccccc3)(C2)C1
- eIF2B yeast act: 2.4
- Yeast tox inhibition %: -17.9
- eIF2B yeast act mutant toxicity: -17.9
- Yeast tox: 35.0
22) c1ccc2c(CN3CCN(C4CCCCC4)CC3)c[nH]c2c1
- eIF2B yeast act: 9.6
- Yeast tox inhibition %: 0.0
- eIF2B yeast act mutant toxicity: .
- Yeast tox: 18.4

(further entries)
item	SMILES	eIF2B yeast act	Yeast tox inhibition %	eIF2B yeast act mutant toxicity	Yeast tox
26	Nc1c(C(=O)NC2CCCC2)c2nc3ccccc3nc2n1CC1CCCO1 (centres undefined)	21.0	7.4	7.4	2.3
27	CCOC(=O)c1c(C)n(Cc2ccco2)c2c1cc(O)c1ccccc12	18.3	5.4	5.4	-0.7
28	CNC(=O)N(C)c1nnc(C(C)(C)C)s1	8.9	13.8	13.8	7.5
29	Cn1c(O)c(C(=NCCN2CCCCC2)c2ccccc2Cl)c(=O)n(C)c1=O	20.7	2.7	2.7	4.6
30	O=C(c1ccc2c(c1)ncn2C1CCCCC1)N1CCC2(CC1)OCCO2	-7.0	3.9	3.9	-4.6
31	Cc1ccc2c(c1)C1CN(C)CCC1N2C(=O)Nc1cccc(Cl)c1 (centres undefined)	41.7	-25.0	-25.0	26.1
32	O=C(CN1CC=C(c2ccccc2)CC1)NC(=O)NCc1ccco1	12.2	4.5	4.5	-2.6
33	CC1(C)CN=C(Nc2nc3ccccc3s2)S1	12.2	8.3	8.3	16.9
34	CN(C)c1ccc(C(=O)c2ccc(N(C)C)cc2)cc1	.	-5.1	.	14.2
35	CCOC(=O)CN1C(=O)C2(C(C#N)=C(N)Oc3ccccc32)C(C(=O)OC)=C1C (centres undefined)	22.8	0.0	.	16.4
36	O=C(Cc1ccccc1)N1CCN(CC2CC=CCC2)CC1 (centres undefined)	21.8	.	.	.
37	CC(=O)Nc1ccc2c(c1)CC1(C(=O)N(C)C(=O)N(C)C1=O)C1CCCN21 (centres undefined)	14.7	-11.5	-11.5	2.5
38	CCOC(=O)C(NC(C)=O)C(OC(C)=O)c1cccc(N(CCCl)CCCl)c1 (centres undefined)	-21.9	32.3	32.3	-3.9
39	O/N=C/c1c[nH]c2ccccc12	-5.2	.	.	.
40	O=c1[nH]c(=S)n(Cc2ccc(F)cc2)c(O)c1C=NCC1CCCO1 (centres undefined)	19.9	-15.0	-15.0	-7.9
41	COC(=O)CCCNC(=O)CN1CC(c2ccccc2)CC1=O (centres undefined)	19.9	1.9	1.9	38.4
42	O=C1CSC2(CN3CCC2CC3)N1 (centres undefined)	23.3	0.0	.	12.1
43	O=P(/C(=N/O)N1CCCCC1)(N1CCOCC1)N1CCOCC1	2.9	-25.9	-25.9	1.4
44	CCC(=Nc1ccc2c(c1)CCC2)c1c(O)n(C)c(=O)n(C)c1=O	13.5	-16.7	-16.7	10.4
45	CN1C(=O)C(Cc2ccc3c(c2)OCO3)C(=O)N(C)C1=O	15.6	16.1	16.1	10.9
46	COc1ccccc1N(CC(=O)NC1CCCC1)C(=O)c1cnn(C(C)C)c1	.	0.0	.	-3.5
47	COc1cc2[nH]c(=O)n(-c3ccc(C)cc3)c(=O)c2cc1OC	-3.0	-9.5	-9.5	-5.7
48	Cc1ccc(N(C)C(=O)Oc2cccc3cccnc23)cc1	-5.5	-10.3	-10.3	2.1
49	O=C(Cc1ccccc1)N1CCN(C/C=C/c2ccccc2)CC1	36.4	-8.3	-8.3	-1.8
50	CC(C)C12CN3CCN(CC(C3)C1O)C2 (centres undefined)	-18.2	4.3	4.3	4.9

Reformatted as labelled records: part of the list above
#42 O=C1CSC2(CN3CCC2CC3)N1 (centres undefined)
  eIF2B yeast act: 23.3
  Yeast tox inhibition %: 0.0
  eIF2B yeast act mutant toxicity: .
  Yeast tox: 12.1
#48 Cc1ccc(N(C)C(=O)Oc2cccc3cccnc23)cc1
  eIF2B yeast act: -5.5
  Yeast tox inhibition %: -10.3
  eIF2B yeast act mutant toxicity: -10.3
  Yeast tox: 2.1

Grouped by structure, the entries above with a tert-butyl group (3)
item	SMILES	eIF2B yeast act	Yeast tox inhibition %	eIF2B yeast act mutant toxicity	Yeast tox
3	CN1CCc2nc(SCC(=O)OC(C)(C)C)c(C#N)cc2C1	-9.0	-6.9	-6.9	8.8
16	CSCCC(N=Cc1c(O)n(-c2ccc(F)cc2)c(=O)[nH]c1=O)C(=O)OC(C)(C)C (centres undefined)	-39.7	0.0	.	-2.2
28	CNC(=O)N(C)c1nnc(C(C)(C)C)s1	8.9	13.8	13.8	7.5

More entries:
item	SMILES	eIF2B yeast act	Yeast tox inhibition %	eIF2B yeast act mutant toxicity	Yeast tox
51	CN(C)C=C1C(=O)N(C2CCCCC2)C(=O)N(C2CCCCC2)C1=O	3.0	0.0	.	20.3
52	CNCC1(c2ccccc2)CCCC1	17.5	-28.6	-28.6	8.3
53	O=C(COC(=O)Cc1ccccc1)Nc1ncc(Cl)cc1Cl	.	12.8	.	15.7
54	O=P(O)(O)/C=C(\Cl)c1ccccc1	17.8	7.4	7.4	0.9
55	O=C(c1cccn2c(=O)c3cc(Br)ccc3nc12)N1CCC2(CC1)OCCO2	.	11.1	.	-1.0
56	CCCCC(=O)C1C(=O)NC(=O)NC1=O	26.0	-6.7	-6.7	3.1
57	Cn1c(N2CCNCC2)nc2ccccc21	-16.0	0.0	.	3.7
58	CCCCn1c(O)c(C(CC)=NCc2ccc(F)cc2)c(=O)[nH]c1=O	-55.2	15.0	15.0	-11.8
59	Fc1ccc2c(c1)nnn2C1CCN(Cc2nnnn2C2CCCCC2)CC1	44.1	-18.5	-18.5	-1.3
60	COc1ccc(OC)c(N2C(=O)NC(=O)C3(Cc4cc(C)ccc4N(C)C3)C2=O)c1 (centres undefined)	-12.2	-14.8	-14.8	9.6
61	Cc1ccc(S(=O)(=O)NP(=O)(Oc2ccccc2)Oc2ccccc2)cc1	28.3	9.1	9.1	1.9
62	CCCCCCCC(=O)NC(Oc1ccccc1[N+](=O)[O-])C(Cl)(Cl)Cl (centres undefined)	-6.2	11.8	11.8	6.5
63	CN(C(=O)c1ccco1)C1(c2ccccc2Cl)CCCCC1=O (centres undefined)	19.4	-6.9	-6.9	3.1
64	CCOc1cc(C=C2C(=O)NC(=O)NC2=O)ccc1OS(=O)(=O)c1ccccc1	.	17.0	.	39.7
65	O=c1c2ccccc2nc(-c2ccco2)n1-c1cccnc1	26.6	8.0	8.0	16.5
66	CCC(=NC1CC1)c1c(O)n(-c2ccc(OC)cc2)c(=O)[nH]c1=O	17.6	-18.2	-18.2	20.3
67	COc1ccc(C2NCc3ccc4c(c3-n3cccc32)OCO4)cc1OC (centres undefined)	24.5	-15.8	-15.8	-0.6
